DRD3 agonist: qHTS of D3 Dopamine Receptor Agonist: qHTS | D(3) dopamine receptor (Homo sapiens), P35462 | D3R DiscoveRx beta-arrestin cells, luminescence, 90 min | max activation, % | 0.58% of 410,000 active; in the data active = max activation above about 30%; also: 0% is about no effect; mostly tested at two doses, the higher about 12 µM
Target sequence (P35462 whole entry, looked up): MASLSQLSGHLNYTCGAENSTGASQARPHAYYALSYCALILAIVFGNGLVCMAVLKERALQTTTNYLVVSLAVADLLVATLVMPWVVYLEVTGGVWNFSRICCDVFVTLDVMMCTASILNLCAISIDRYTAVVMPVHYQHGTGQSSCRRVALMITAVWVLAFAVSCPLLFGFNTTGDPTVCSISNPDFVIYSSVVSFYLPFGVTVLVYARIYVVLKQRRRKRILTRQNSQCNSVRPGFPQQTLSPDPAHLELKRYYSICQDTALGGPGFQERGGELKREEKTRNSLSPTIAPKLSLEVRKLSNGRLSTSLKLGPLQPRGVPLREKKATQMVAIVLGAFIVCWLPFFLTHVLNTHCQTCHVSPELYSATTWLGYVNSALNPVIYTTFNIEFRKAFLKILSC
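Agonist mode: compounds and dopamine controls were applied to plated cells for 90 min at 37 degrees C after an overnight attachment at 1500 cells/well. Luminescent read-out followed 30 - 60 minutes at room temperature with DiscoveRx detection reagent.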
MmCpn inh: Inhibitors of TCP-1 ring complex (TRiC) of Methanococcus maripaludis (MmCpn): qHTS | AID 504842, 2011 | Potency, µM (highest dose often 76.9 µM), without a hit: at the top dose activity, negative = inhibition, most hits filed as inhibitors | 0.031% of 330,000 active | purified Mm-Cpn ATPase, ADP Transcreener TR-FRET | Chaperonin Mm-Cpn (Methanococcus maripaludis); active = well fitted inhibition curve with a large enough effect; inconclusive = small, poorly fitted or top-dose-only effect; also: potency is read from the fitted curve at half-maximal effect; % is scaled to controls: 0 for no effect and ±100 for the full control effect; nearly all actives have a fitted effect of over 80% in size
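Measured: ADP formation by purified Mm-CPN. Conditions: 25 nM protein, 10 uM ATP, Tris pH 7.4 with Mg2+, K+ and DTT, 37°C for 30 min. Detection: Transcreener HTRF after 30 min at room temperature.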
The depositor's hits bear a star; ? = inconclusive; · = not tested or not shown; & = joins results of further samples; [ ] = dose if it differs, or a comment. These rows are one share of the data. The share of hits here may be higher or lower than overall.

SMILES	DRD3 agonist	MmCpn inh
Nc1ccc(N2CCCCCC2)cc1	·	-4%
COc1ccc(Nc2sc(C(=O)Nc3cccc(Cl)c3)c(N)c2C(=O)Nc2ccccc2OC)cc1	·	-2%
Cc1ccc(/C=C/C(=O)Oc2ccc(C#N)cc2)o1	·	-5%
O=C1NC(Cc2ccc(O)cc2)c2nc3ccccc3c(=O)n2-c2ccccc21 (stereo unspecified)	·	-3%
CCOC(=O)c1cc2c(=O)n3cccc(C)c3nc2n(Cc2ccccc2Cl)c1=N	·	0%
CC(OC(=O)c1ccc(NC(=O)CC#N)cc1)C(=O)Nc1ccc(Oc2ccccc2)cc1 (stereo unspecified)	·	-9%
COc1ccc(CN(C)c2nc(-c3cccnc3)nc3ccccc23)cc1OC	·	-12%
COc1ccc(-n2c(=O)c3c4c(sc3n(Cc3cccc(F)c3)c2=O)CN(C(C)=O)CC4)c(OC)c1	·	1%
O=C(CC1Nc2c3ccccc3nc(=S)n2C1=O)NC1CCCCC1 (stereo unspecified)	·	2%
COc1ccc(CCNC(=O)c2ccc3c(c2)NC(=O)C(CSCc2cc(C)ccc2C)N3)cc1OC (stereo unspecified)	·	-2%
O=C(/C=C/c1ccc(O)c(O)c1)O[C@H](Cc1ccc(O)c(O)c1)C(=O)O	·	0%
COc1ccc(NC(=O)c2cnc(C)cn2)c2ncccc12	·	-3%
CC(=O)c1sc(-c2ccccn2)nc1C	·	0%
Nc1sc(-c2ccccc2)cc1C(=O)O	·	-6%
Cc1c(O)nc2sc3ccccc3n2c1=O	·	-2%
COC(=O)C1=C(C)N(Cc2ccccc2)C(=NCc2ccc(OC)cc2)N[C@H]1c1ccc(Br)cc1	·	1%
COc1ccc(NC(=O)/C(Cl)=C(/Cl)S(=O)Cc2ccc(C)cc2)cn1 (stereo unspecified)	·	-9%
Cc1ccc(CN2C(=O)C3CCCN3c3ccc(S(=O)(=O)N4CCOCC4)cc32)cc1 (stereo unspecified)	·	-8%
COc1ccc(CC(=O)Nc2cccc(C(=O)Nc3cccc(C)c3)c2)cc1	·	4%
O=C1c2ccccc2-c2onc3c(Oc4ccccc4)cc(O)c1c23	·	-8%
Cc1cc2cc(CCNC(=O)CC(C)C)c(=O)[nH]c2cc1C	·	-1%
OCCNCCNCc1ccc(-c2ccccc2)cc1	·	0%
CC(C)(C)c1ccc(C(=O)NC(Cc2ccccc2)C(=O)O)cc1 (stereo unspecified)	·	2%
O=c1oc2ccccc2c2c1C1O[C@](c3ccsc3)(Cc3c1ccc1ccccc31)O2	·	?
C=CCn1cnc2c(c1=O)c1nc3ccccc3nc1n2Cc1ccccc1	·	0%

Continued; the last 6 above are carried over.
SMILES	DRD3 agonist	MmCpn inh
O=C1c2ccccc2-c2onc3c(Oc4ccccc4)cc(O)c1c23	·	-8%
Cc1cc2cc(CCNC(=O)CC(C)C)c(=O)[nH]c2cc1C	·	-1%
OCCNCCNCc1ccc(-c2ccccc2)cc1	·	0%
CC(C)(C)c1ccc(C(=O)NC(Cc2ccccc2)C(=O)O)cc1 (stereo unspecified)	·	2%
O=c1oc2ccccc2c2c1C1O[C@](c3ccsc3)(Cc3c1ccc1ccccc31)O2	·	?
C=CCn1cnc2c(c1=O)c1nc3ccccc3nc1n2Cc1ccccc1	·	0%
CN1CCN(S(=O)(=O)c2ccc(-c3ccc(S(=O)(=O)N4CCN(C)CC4)cc3)cc2)CC1	·	1%
CCn1cc(C(=O)NC2CCc3ccccc32)c(=O)c2ccc(C)nc21 (stereo unspecified)	·	0%
Cn1c2ccccc2c(=O)n2c(=O)c3ccccc3cc12	·	-5%
Cc1ccnc(NC(=O)/C=C/c2ccccc2[N+](=O)[O-])c1	·	1%
COc1ccc(N=C2S/C(=C\c3ccc(N4CCOCC4)o3)C(=O)N2CCc2c[nH]c3ccccc23)cc1	·	2%
O=C1NC(Cc2ccccc2)c2nc3ccc(Cl)cc3c(=O)n2-c2ccccc21 (stereo unspecified)	·	0%
COc1ccc([C@]23Cc4cc(OC)c(OC)cc4C(O2)c2c(c4ccccc4oc2=O)O3)cc1	·	0%[15.4 µM]
Cc1ccc(C2C3=C(CCCC3=O)Nc3c2c(C)nn3-c2ccccn2)o1 (stereo unspecified)	·	-1%
COC(=O)[C@H](Cc1ccccc1)NC(=O)O[C@@H]1C(=O)c2cc(Br)ccc2O[C@H]1c1cccc(OC)c1	·	-2%
CCCCCNc1nc(-c2ccccc2)cs1	·	-2%
Cc1nn(-c2ccccc2)c2sc(C(=O)C(C#N)c3ccccn3)cc12 (stereo unspecified)	·	0%
CC(C)Cn1c(N)c(C(=O)CSc2nc3ccccc3c(=O)n2CCCN2CCOCC2)c(=O)n(C)c1=O	·	0%
COc1nc(-c2ccccc2)ccc1-c1noc(-c2ccc(F)cc2)n1	·	-10%
N=C1/C(=C/c2cccn2-c2cccc([N+](=O)[O-])c2)C(=O)N=C2SC=CN12	·	0%
CC1=CC2=NC(=O)CC(C)(C(=O)N(CC(=O)NC(C)C)C3CCCC3)N2C=C1 (stereo unspecified)	·	-6%
CC(C)Nc1nc(NC(C)C)nc(N(C#N)C(C)C(=O)N(C)C)n1 (stereo unspecified)	·	?
CC(=O)Oc1ccc(C23CC4CC(CC(C4)C2)C3)cc1C(=O)O	·	-4%
C[C@@H]1C[C@@H]2OC(=O)[C@]3(C)[C@H]2[C@@H](OC3(C)O)[C@]2(C)C(=O)CC[C@H]12 (stereo partly specified)	·	0%
Cc1cc(=O)n(C)c(=O)n1CCCCCCOc1ccc([N+](=O)[O-])cc1	·	0%
Cc1n[nH]c(=S)c2nn(-c3cccc(Cl)c3)c(C)c12	·	-19%
CC(OC(=O)/C(C#N)=C/c1ccc(N(C)C)cc1)C(=O)NCc1ccco1 (stereo unspecified)	·	-11%
O=C(NCc1ccccc1Br)c1cccc2c1C(=O)c1ccc(N3CCOCC3)cc1S2(=O)=O	·	-13%
O=C(Nc1nc2cc3c(cc2s1)OCCO3)c1cccc(S(=O)(=O)N2CCOCC2)c1	·	-3%
CCN1C(=O)OC2(CCCCC2)C1(C)O (stereo unspecified)	·	0%
Cc1ccc2c(NC(=O)C3CC3)c(C)ccc2n1	·	0%

Four entries from above, arranged by number of heavy atoms, smallest number first.
SMILES	DRD3 agonist	MmCpn inh
O=C1c2ccccc2-c2onc3c(Oc4ccccc4)cc(O)c1c23	·	-8%
Cc1ccc(C2C3=C(CCCC3=O)Nc3c2c(C)nn3-c2ccccn2)o1 (stereo unspecified)	·	-1%
COc1ccc(CN(C)c2nc(-c3cccnc3)nc3ccccc23)cc1OC	·	-12%
COc1ccc(-n2c(=O)c3c4c(sc3n(Cc3cccc(F)c3)c2=O)CN(C(C)=O)CC4)c(OC)c1	·	1%

(continued)
SMILES	DRD3 agonist	MmCpn inh
Cc1cc(C)n2nc(C(=O)Nc3ccccc3N3CCOCC3)nc2n1	·	3%
CCN(CC)c1ccc2cc(C(=O)Nc3cccnc3N3CCOCC3)c(=O)oc2c1	·	1%
CCCCC1=CC2=CC(=O)C(C)(OC(=O)c3cnc4ccccc4n3)C(=O)C2=CO1 (stereo unspecified)	·	-1%
O=C(N/N=C1\CCCc2c1[nH]c1ccc([N+](=O)[O-])cc21)c1ccncc1	·	-3%
C=C1SC(=Nc2ccccc2Cl)N(C(=O)c2sc3ccccc3c2Cl)C12CCCCC2	·	?
CC(=O)Nc1ccc2nc(NC(=O)c3ccc([N+](=O)[O-])s3)sc2c1	·	3%
O=S(=O)(Nc1nc2ccccc2nc1-[n+]1cccc(N=C([O-])c2ccccc2Cl)c1)c1ccccc1	·	-4%
O=c1c2ccccc2nc2n1CC/C2=C\c1ccccc1[N+](=O)[O-]	·	-5%
CCCc1ccc(/C=C2\C(=O)c3ccccc3C(O)=C2C(=O)OCC)cc1	·	0%
CC[C@@H]1CC=C[C@H]2[C@H]1C(=O)N(Cc1ccccc1)[C@H]2c1cc(C)ccc1F	·	1%
CCC(c1nnnn1C(C)(C)C)N(CCOC)Cc1cc2cccc(C)c2n2nnnc12 (stereo unspecified)	·	0%
Cn1c(=O)n(CCN2CCOCC2)c(=O)c2c1nc1n2CCCN1c1ccccc1	·	0%
O=S(=O)(NC[C@@H]1CCC[C@H](CNS(=O)(=O)c2c(F)cccc2F)C1)c1ccc2c(c1)OCCO2	·	2%
O=C(O)c1ccc2c(c1)C(=O)N([C@H](Cc1ccc(O)c(O)c1)C(=O)O)C2=O	·	-1%
CCCCc1ccc(NC(=O)COc2ccc(C(=O)Nc3ccccc3OC)cc2)cc1	·	0%
COc1cc(OC)c(C2N(C)c3ccccc3N2C)cc1OC	·	-1%
COc1ccc(Cn2c3nc4ccccc4nc3c3c(=O)n(Cc4ccco4)cnc32)cc1	·	-6%
O=C(CCCN1C(=O)/C(=C/c2cccs2)SC1=S)Nc1ccc(O)c(C(=O)O)c1	·	2%
O=c1c2ccccc2c(C=NC2CCN(Cc3ccccc3)CC2)c(O)n1Cc1ccc2c(c1)OCO2	·	1%
CC(Sc1ccsc1[N+](=O)[O-])C(=O)NCc1ccccc1 (stereo unspecified)	·	-3%
Cc1ccc2nc3c(cc(C(=O)NC4CCCC4)c(=N)n3CCCn3ccnc3)c(=O)n2c1	·	-22%
CCOC(=O)c1cc(-c2ccc(Cl)s2)nc2c1c(C)nn2C	·	-7%
Cc1ccc(NC(=O)Nc2ccc3c(c2)nc(C)n3C)cc1C	·	0%
O=C1CC(Cc2ccccc2)C(=O)N1CCCn1ccnc1 (stereo unspecified)	·	-2%
CCOC(=O)C1=C(C)Nc2nnnn2C1c1c[nH]c2ccccc12 (stereo unspecified)	·	2%

Remaining list, next part:
SMILES	DRD3 agonist	MmCpn inh
O=S(=O)(/N=C(/Nc1ccc(F)cc1F)c1ccccc1)c1ccc(Br)cc1	·	-1%
COc1ccc(/C(C#N)=C/c2cccnc2)cc1	·	-1%
COC(=O)c1ccc(NCC(=O)N2CCCCCC2)cc1	·	-1%
Cc1ccc(NC(=O)CCNS(=O)(=O)c2cc(Br)cnc2N)c(Cl)c1	·	0%
CN(C)c1ccc(/C=c2/sc3n(c2=O)NC2(c4ccccc4)N(C)C(=O)N(C)C2(c2ccccc2)N=3)cc1 (stereo unspecified)	·	-1%
CCOc1ccc2cc(C#N)c(SCC(=O)NC(C)CC)nc2c1 (stereo unspecified)	·	-2%
Cc1ccc2nc3sc(C(=O)Nc4ccc(N5CCOCC5)cc4)c(N)c3cc2c1	·	-5%
COc1ccc(N2CCn3c2nc2c3c(=O)n(CCc3ccccc3)c(=O)n2C)cc1	·	-2%
O=C1CCCC/C1=N\Nc1ccc(C2CCCCC2)cc1	·	-1%
C=C1[C@@H]2CC[C@@H](C2)C1(C)C	1	·
C[C@@H](NCCCc1cccc(C(F)(F)F)c1)c1cccc2ccccc12	-16	·
COc1ccccc1N1CCN(CCCCNC(=O)c2ccc(-c3ccc(C(C)=O)cc3)cc2)CC1	-7	·
C[C@]12CC[C@@H]3c4ccc(O)cc4C[C@@H](CCCCCCCCCS(=O)CCCC(F)(F)C(F)(F)F)[C@H]3[C@@H]1CC[C@@H]2O (stereo partly specified)	4	·
O=C(Nc1ccc(/C=C/c2ccc(NC(=O)c3cc(S(=O)(=O)O)c4cccnc4c3O)cc2S(=O)(=O)O)c(S(=O)(=O)O)c1)c1cc(S(=O)(=O)O)c2cccnc2c1O	-20	·
Cc1cccc(C)c1NC(=O)NC1=CCCN1C	1	·
COc1ccc2c(c1)OC(C)(C)C(c1ccccc1)C2c1ccc(OCCN2CCCC2)cc1 (stereo unspecified)	-16	·
COc1cc(O)cc(O)c1	-19	·
Nc1ncnc2c1ncn2CCOCP(=O)(O)O	-9	·
CNC(=O)C[C@@H](N)C(=O)N[C@@H](C(=O)N[C@@H]1C(=O)N2[C@@H]1SC(C)(C)[C@@H]2C(=O)O)c1ccc(O)cc1	-12	·
CCCC(=O)O[C@]1(C(=O)COC(=O)CC)CC[C@H]2[C@@H]3CCC4=CC(=O)CC[C@]4(C)[C@H]3[C@@H](O)C[C@@]21C	1	·
CN1CC[C@H](c2c(O)cc(O)c3c(=O)cc(-c4ccccc4Cl)oc23)[C@H](O)C1	6	·
O.O=C([O-])CC([S-])C(=O)[O-].[Au+].[Na+].[Na+] (stereo unspecified)	-17	·
CC(C)CCCC(C)NC(C)C (stereo unspecified)	0	·
CCCCCCCCCCCCCC(=O)OCC(COP(=O)([O-])OCC[N+](C)(C)C)OC(=O)CCCCCCCCCCCCC (stereo unspecified)	-1	·
NC[C@H]1O[C@H](O[C@H]2[C@H](O[C@@H]3O[C@H](CO)[C@@H](O)[C@H]3O)C(O)[C@H](N)C[C@@H]2N)[C@H](N)[C@@H](O)[C@@H]1O (stereo partly specified)	2	·

(listing goes on)
SMILES	DRD3 agonist	MmCpn inh
c1ccc2c(c1)Sc1ccccc1N2CCN1CCCC1	-10	·
O=C1NS(=O)(=O)c2ccccc21	1	·
Oc1cccc(-c2c3nc(c(-c4cccc(O)c4)c4ccc([nH]4)c(-c4cccc(O)c4)c4nc(c(-c5cccc(O)c5)c5ccc2[nH]5)CC4)C=C3)c1	-11&-12	·
COc1cc2c(N3CCN(C(=O)Nc4ccc(OC(C)C)cc4)CC3)ncnc2cc1OCCCN1CCCCC1	-23	·
O=C(OCC1(COC(=O)c2cccnc2)CCCC(COC(=O)c2cccnc2)(COC(=O)c2cccnc2)C1O)c1cccnc1	8	·
CN1CC(O)c2cc(N=NC(N)=O)c(O)cc21 (stereo unspecified)	-13	·

Compound activity from PubChem BioAssay.
